POLK inh – DNA polymerase kappa (human) inhibition | 400,000 tested, 0.53% active | purified Pol kappa, fluorescent DNA synthesis assay, 10 min | Q9UBT6 | Potency, µM (series often up to 107 µM), for inactives: at the top dose activity, negative = inhibition, hits mostly inhibitors; further: potency means the concentration at half of the fitted maximal effect; on the % scale 0 is the no-effect control and ±100 the full control effect
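10 nM Pol kappa preincubated 15 min at room temperature with compounds, then reaction started with substrate at 50 nM final. Fluorescence read kinetically at 0 and 10 min; buffer-only wells served as negative control.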
BLM helicase inh – inhibitors of human Bloom syndrome helicase BLM; Potency, µM (titrated, usually from 56.1 µM), without a hit: top-dose activity change, negative = inhibition, actives largely listed as inhibitors; 350,000 tested, 0.2% active; AID 2528; recombinant BLM DNA unwinding, fluorescence dequenching;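 further: potency means the concentration at half of the fitted maximal effect; plate controls were vehicle for no effect and no enzyme for full effect; nearly all actives have a fitted effect of over 35% in size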
APEX1 inh – blocks human APE1 abasic DNA cleavage; P27695; recombinant APE1, TAMRA/BHQ-2 abasic DNA cleavage fluorescence; Potency, µM (highest dose often 65.8 µM), inactives show at the top dose activity change, negative = inhibition, most hits filed as inhibitors; 350,000 tested, 0.35% active; AID 2517;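 further: potency means the concentration at half of the fitted maximal effect; plate controls were vehicle for no effect and reference inhibitor for full effect; nearly all actives have a fitted effect of over 55% in size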
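Readout is kinetic fluorescence (ex 525, em 598 nm) from cleavage of 50 nM TAMRA/BHQ-2 THF abasic duplex by 0.75 nM APE1, compound added 15 min beforehand at RT.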
PGK inhibitor – inhibitors of T. brucei phosphoglycerate kinase | Potency, µM (top dose mostly 57.5 µM), inactives show top-dose activity change, negative = inhibition, actives largely listed as inhibitors | 380,000 tested, 0.043% active | AID 602233 | PGK/GAPDH coupled, Kinase-Glo luminescence, 60 min | P07378; further: potency means the concentration at half of the fitted maximal effect; on the % scale 0 is the no-effect control and ±100 the full control effect; nearly all actives have a fitted effect of over 60% in size
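Luminescent ATP detection (Kinase-Glo Plus) follows a 60-minute room-temperature incubation, with wells lacking PGK as controls. Buffer: 100 mM TEA (pH 7.6), 5 mM MgCl2, 0.01% Tween-20. Coupling enzyme GAPDH (100 nM final) supplies unstable 1,3-BPG in-well.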
Anesthetic bind – candidate novel general anesthetic via apoferritin binding; P02791; AID 485281; apoferritin/1-aminoanthracene competitive binding, fluorescence; 350,000 tested, 0.074% active; Potency, µM (series often up to 77.5 µM), for inactives: at the highest dose activity change, negative = displacement, most hits filed as inhibitors; further: potency means the concentration at half of the fitted maximal effect; on the % scale 0 is the no-effect control and ±100 the full control effect; nearly all actives have a fitted effect of over 20% in size
Target sequence (P02791 2-175 limits assumed): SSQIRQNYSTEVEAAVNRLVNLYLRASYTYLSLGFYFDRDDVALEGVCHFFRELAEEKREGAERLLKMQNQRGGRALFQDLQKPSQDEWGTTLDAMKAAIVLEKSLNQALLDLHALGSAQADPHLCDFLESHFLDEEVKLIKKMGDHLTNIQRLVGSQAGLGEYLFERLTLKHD
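Read-out: endpoint 1-AMA fluorescence, excitation 380 nm and emission 535 nm, after compounds sit 10 min at room temperature with 10 uM horse-spleen apoferritin in 50% saturated 1-AMA/PBS. Values come from four-parameter Hill fits.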
POLI inh – inhibitors of human DNA polymerase iota | Potency, µM (series often up to 115 µM), for inactives: at the highest dose activity, negative = inhibition, actives largely listed as inhibitors | Q9UNA4 | AID 588590 | 390,000 tested, 1% active | Pol iota fluorescent replication assay, 10 min; further: potency means the concentration at half of the fitted maximal effect
Target sequence (Q9UNA4 whole entry, looked up): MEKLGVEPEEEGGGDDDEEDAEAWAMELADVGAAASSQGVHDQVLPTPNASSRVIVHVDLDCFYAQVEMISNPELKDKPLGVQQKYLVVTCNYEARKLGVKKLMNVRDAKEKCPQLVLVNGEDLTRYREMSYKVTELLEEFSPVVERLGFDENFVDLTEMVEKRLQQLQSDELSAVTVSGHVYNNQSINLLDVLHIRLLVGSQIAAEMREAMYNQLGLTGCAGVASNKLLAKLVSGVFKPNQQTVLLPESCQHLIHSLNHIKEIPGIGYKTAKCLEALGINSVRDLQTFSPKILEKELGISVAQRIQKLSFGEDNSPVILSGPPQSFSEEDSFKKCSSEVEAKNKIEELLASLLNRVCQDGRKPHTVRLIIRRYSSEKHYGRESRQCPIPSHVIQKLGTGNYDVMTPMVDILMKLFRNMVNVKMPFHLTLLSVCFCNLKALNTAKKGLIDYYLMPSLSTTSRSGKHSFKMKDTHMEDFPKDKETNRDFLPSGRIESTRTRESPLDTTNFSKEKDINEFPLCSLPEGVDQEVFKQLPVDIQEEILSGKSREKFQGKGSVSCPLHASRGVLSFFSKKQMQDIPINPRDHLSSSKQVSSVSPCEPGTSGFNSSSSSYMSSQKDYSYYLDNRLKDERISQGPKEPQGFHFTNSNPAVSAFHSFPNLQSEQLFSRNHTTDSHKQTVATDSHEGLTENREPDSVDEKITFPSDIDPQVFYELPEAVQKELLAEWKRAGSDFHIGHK
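Pol iota at 10 nM preincubated 15 min with compounds at room temperature; reaction started with fluorescent substrate, 50 nM final. Fluorescence read kinetically at 0 and 10 min; buffer-only wells as negative control.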
RXFP1 antag – blocks the human relaxin receptor RXFP1; Q9HBX9; HEK293-RXFP1, relaxin-stimulated cAMP HTRF, 30 min; active compounds read low; activity change, negative = inhibition, % at 57.5 µM; 350,000 tested, 0.59% active;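 active means activity change of -60% or lower, but not beyond a set lower limit; inconclusive means change between -60% and -40%, or beyond the set limit; inactive means change above -40%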; further: on the % scale 0 is the no-effect control and ±100 the full control effect
Pol eta inh – blocks human DNA polymerase eta activity; Q9Y253; recombinant Pol eta, fluorescent DNA replication assay; Potency, µM (series often up to 114 µM), for the others: at the highest dose activity change, negative = inhibition, usual class: inhibitors; 390,000 tested, 1.2% active; further: potency means the concentration at half of the fitted maximal effect; on the % scale 0 is the no-effect control and ±100 the full control effect
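Pol eta at 10 nM preincubated with compounds 15 min at room temperature; reaction started with fluorescent substrate (50 nM final) and read kinetically at 0 and 10 min.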
POLB inh – blocks human DNA polymerase beta activity; Pol beta primer extension/strand displacement, fluorescence kinetic; Potency, µM (titrated, usually from 114 µM), for the others: at the top dose activity change, negative = inhibition, hits mostly inhibitors; 340,000 tested, 1.3% active; further: potency means the concentration at half of the fitted maximal effect; on the % scale 0 is the no-effect control and ±100 the full control effect
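Curves were derived by four-parameter Hill fits of normalized qHTS data. The kinetic fluorescent primer-extension read was taken at 0 and 10 min after 50 nM substrate, following a 15 min room-temperature preincubation of 10 nM enzyme with compounds.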
An asterisk follows results filed as active; i = inactive; ? = inconclusive; nt = no result given; & = joins results of further samples; [ ] = dose if it differs, or a comment. Unless noted, the call rests on the fitted dose curve; in most records, active means well fitted curve in the direction sought with a large enough effect; inconclusive means small, poorly fitted or top-dose-only effect, or another doubt; inactive means no such curve, though single readings can be large; an effect the other way counts as inactive or inconclusive. Not all compounds are listed; the hit share may differ from the screen's.

SMILES	POLK inh	BLM helicase inh	APEX1 inh	PGK inhibitor	Anesthetic bind	POLI inh	RXFP1 antag	Pol eta inh	POLB inh
Cc1ccc2c(C)nc(Nc3nc(CSc4nc5ccccc5[nH]4)cc(=O)[nH]3)nc2c1	-6.7%	-9.0%	-3.7%	nt	-18.5%	?	4.0	3.0%	-8.7%
CNC(=O)c1ccc(NC(=O)c2ccc3c(=O)n4c(nc3c2)CCC4)cc1	-4.0%	nt	1.9%	-12.9%	nt	-16.8%	-1.6	-20.6%	nt
Cc1cc(N2C(=O)NC(=O)CC2C)c(C)cc1C(C)C (stereo not given)	2.6%	3.8%	-0.6%	-6.0%	-10.1%	21.8%	nt	-22.6%	-16.0%
O=C(OCC(=O)N1CCOCC1)c1cccc(S(=O)(=O)Nc2ccc(F)cc2)c1	5.9%	nt	-8.0%	-1.1%	nt	2.1%	0.4	-7.2%	nt
COc1ccc(-c2noc(C3CCCN(C(=O)Nc4ccccc4F)C3)n2)cc1 (stereo not given)	-1.5%	-4.5%	4.2%	i	-8.4%	100.1%[activator]	-11.0	-14.5%	5.8%
O=c1c(=O)n2c(nn1Cc1ccc(F)cc1)sc1ccccc12	-5.9%	-3.2%	-0.6%	4.8%	-5.6%	116.2%[activator]	14.5	-6.4%	6.0%
CC(C)CCNc1nc(-c2ccco2)c2c(c1C#N)CCCC2	-8.3%	-6.2%	0.5%	2.4%	-9.0%	2.9%	-20.9	?	22.6%
COc1ccccc1NC(=O)CSc1nnc(-c2ccncc2)o1	2.5%	-4.0%	-5.2%	-10.4%	0.5%	-4.8%	-1.8	-8.3%	-13.8%
COc1ccc(CCNC(=O)c2cccc(S(=O)(=O)N3CCCCC3)c2)cc1	2.7%	-1.5%	-0.4%	i	-15.6%	7.8%	-0.7	-14.6%	-5.9%
COc1ccc(C(=O)N/N=C\C(C)=C\c2ccccc2)cc1OC	-42.2%	nt	nt	-3.5%	nt	-26.1%[58.9 µM]	-4.5	4.5%	nt
Cc1ccc(NC(=O)COC(=O)C2(CC(=O)NC(C)C)CCCC2)cc1C	12.6%	nt	40.5%	-6.6%	nt	-2.6%	0.7	-19.7%	nt
Cc1cc(C)c(-c2csc(NC(=O)c3n[nH]c(=O)c4ccccc34)n2)c(C)c1	-1.5%	-1.7%	2.0%	-7.5%	-0.8%	0.9%	-3.3	-7.8%	?

Three compounds from above, ordered by the number in Anesthetic bind, highest first.
Structure	POLK inh	BLM helicase inh	APEX1 inh	PGK inhibitor	Anesthetic bind	POLI inh	RXFP1 antag	Pol eta inh
Cc1cc(C)c(-c2csc(NC(=O)c3n[nH]c(=O)c4ccccc34)n2)c(C)c1	-1.5%	-1.7%	2.0%	-7.5%	-0.8%	0.9%	-3.3	-7.8%
CC(C)CCNc1nc(-c2ccco2)c2c(c1C#N)CCCC2	-8.3%	-6.2%	0.5%	2.4%	-9.0%	2.9%	-20.9	?
Cc1ccc2c(C)nc(Nc3nc(CSc4nc5ccccc5[nH]4)cc(=O)[nH]3)nc2c1	-6.7%	-9.0%	-3.7%	nt	-18.5%	?	4.0	3.0%

More records.
SMILES	POLK inh	BLM helicase inh	APEX1 inh	PGK inhibitor	Anesthetic bind	POLI inh	RXFP1 antag	Pol eta inh	POLB inh
Cc1ccc(S(=O)(=O)N/N=C\c2ccccc2OCc2ccccc2)cc1	-17.9%	-9.8%	-7.7%	nt	-3.1%	-0.2%	-11.3	-7.5%	0.4%
CCOC(=O)c1ccc(N2C(=O)c3n[nH]c(-c4cccs4)c3C2c2ccc(O)c(OC)c2)cc1 (stereo not given)	2.9%	-8.7%	nt	-0.2%	-20.3%	12.1%	nt	-21.3%	-3.0%
Cc1ccc(C23CC4CC(CC(CN)(C4)C2)C3)cc1	-5.5%	-0.3%	-5.9%	0.7%	-23.2%	22.3%	-9.4	2.6%	-0.5%
CN(C(=O)COC(=O)COc1ccc(Cl)cc1)C1CCCCC1	4.8%	0.7%	-1.5%	i	?	-2.0%	-9.1	-10.8%	29.4%
COc1ccc(C(CCN2CCOCC2)c2c(OC)cc(OC)c3c(-c4ccccc4)cc(=O)oc23)cc1 (stereo not given)	-15.9%	-2.0%	-23.1%	8.9%	-8.6%	-20.3%	nt	-12.6%	nt
COc1ccc2oc(=O)c(-c3ccccc3C(=O)N3CCOCC3)cc2c1	-4.3%	-13.1%	-1.8%	0.9%	7.5%	10.0%	-2.4	-13.4%	105.6%
CC(=O)Nc1ccc(-c2nnc(SCc3ccc(C)cc3)n2C)cc1	-1.1%	0.2%	2.8%	3.5%	-4.2%	-8.1%	-13.4	0.0%	1.7%
COC(=O)[C@@]12CCCN1[C@H](c1ccc(-c3ccc(OC)cc3)c(OC)c1)[C@@H]1C(=O)N(C)C(=O)[C@@H]12	0.0%	nt	-15.5%	-3.8%	nt	10.1%	nt	-20.5%	nt
O=C(CSc1nnc(-c2cccnc2)o1)NNC(=O)c1ccc(Br)cc1	2.2%	2.8%	-5.6%	i	-8.2%	30.0%	3.6	-5.6%	18.0%
COc1ccc(NC(=O)N(Cc2cccnc2)Cc2ccccc2Cl)c(OC)c1	-6.7%	nt	nt	i	nt	5.4%	nt	-9.4%	nt
Cc1ccc(C)c(NC(=O)COC(=O)CSc2ccccc2)c1	-6.5%	nt	-9.3%	-8.4%	nt	-14.2%	3.6	2.6%	nt
CCCCNS(=O)(=O)c1ccc(NC(=O)c2cccs2)cc1	-10.1%	-7.4%	9.6%	5.9%	?	1.3%	25.3	-0.9%	34.7%
O=C(CNS(=O)(=O)c1ccc(Br)s1)NCc1ccccc1	-17.2%	-2.3%	9.7%	i	4.2%	5.9%	-9.2	-11.4%	11.8%
CCN(CC)C(=O)CC(c1ccc(N(C)C)cc1)c1c(OC)cc(OC)c2ccc(=O)oc12 (stereo not given)	-9.3%&-16.1%	-5.8%&-0.3%	-9.9%&-1.1%	3.9%	-17.1%&-5.2%	?	nt	0.0%	-0.9%
C(=NN1CCCCCC1)c1cccc2ccccc12	-8.0%	nt	nt	-1.8%	nt	44.0%[activator]	-22.7	5.9%	nt
O=C(/C(=C/c1ccc(Cl)cc1)c1nc2ccccc2[nH]1)c1cccs1	-6.9%	-16.8%	?	-8.2%	-14.4%	-29.2%	nt	1.4%	-0.3%
Cc1cccc(N2CCN(C(=O)CCNC(=O)Cn3ccc4ccccc4c3=O)CC2)c1C	-1.4%	-2.5%	0.0%	1.7%	-17.7%	19.8%	-3.2	-18.1%	-1.5%
COc1ccc(/C=N/n2c(C3CCCCC3)n[nH]c2=S)c(OC)c1	7.5%	-9.6%	17.6%	-8.3%	?	9.3%	-9.4	-19.6%	3.3%
O=C(CSC1=NC2(CCCCC2)N=C1c1ccccc1)Nc1ccc2c(c1)OCCO2	-15.2%	-9.2%	?	3.6%	-2.1%	?	nt	-10.3%	-20.7%
Cc1noc(C)c1COc1ccccc1C(=O)NNC(=O)c1ccccc1F	-7.4%	nt	13.1%	i	nt	15.9%	0.6	-3.6%	nt
COCCn1c(C)cc(/C=C2/NC(=O)N(Cc3ccc(C)cc3)C2=O)c1C	-0.5%	-10.7%	-7.4%	-1.4%	-4.7%	112.5%[activator]	-10.8	-4.8%	1.1%
COC(=O)Nc1ccc(S(=O)(=O)NC2CCS(=O)(=O)C2)cc1 (stereo not given)	6.2%	-0.5%	6.1%	-4.2%	13.1%	13.8%	0.3	-20.1%	10.2%
CCOc1ccc(CNC(=O)c2ccc3c(Cl)c4c(nc3c2)CCCC4)cc1	-4.8%	-6.1%	nt	-0.2%	-10.0%	13.3%	nt	-13.2%	16.8%
O=C1NC(=S)N(C(=O)c2ccc(F)cc2)/C1=C/c1ccccc1	-5.7%	22.4µM*	5.8%	-18.0%	?	6.0%	-10.5	?	-22.1%
COc1cccc(NC(=O)CSc2nc3c([nH]c4ccccc43)c(=O)n2-c2cc(C)cc(C)c2)c1	-1.4%[60.1 µM]	-0.2%	nt	11.6%	-4.3%	-8.8%	-10.1	-5.1%	2.9%
CCn1c(SCC(=O)Nc2ccc(OC)cc2)nc2c(c1=O)SCC2	-0.5%	-4.0%	-4.5%	1.0%	-2.9%	-4.9%	-0.7	12.0%	14.5%
CCOC(=O)c1c(NC(=O)c2ccccc2)sc2c1CCc1ccccc1-2	1.5%	-0.8%	-0.7%	1.6%	1.1%	25.8%	-4.7	-24.4%	26.8%
Cc1cc(Nc2cccc(C)c2C)n2nc(C)nc2n1	3.4%	0.5%	5.2%	-2.1%	5.9%	4.4%	-5.0	-16.3%	7.0%
COc1ccc(-c2ccc3c(N)c(C(=O)c4cccc(OC)c4)sc3n2)cc1	-10.1%	-6.7%	-8.4%	-5.5%	?	?	-6.4	-12.5%	-1.0%
CCN1C[C@@H]2[C@@H]3C(=O)N(C)C(=O)[C@@H]3[C@](C)(C1=O)N2C(=O)c1ccccc1	-5.7%	nt	nt	-8.4%	nt	-8.6%	nt	-4.0%	nt
Cn1c(N)c(C(=O)COC(=O)CSc2cccc3cccc(Cl)c23)c(=O)n(C)c1=O	-7.2%	-7.7%	-16.8%	i	-5.5%	96.7%[activator]	-8.5	-22.2%	?
CC(C)CCC1(C)NC(=O)N(CC(=O)NCC(=O)Nc2ccc(F)c(F)c2F)C1=O (stereo not given)	2.5%	nt	2.9%	6.2%	nt	28.2%	-11.2	-23.9%	nt
CCCCN(CC)c1nc(C)nc2c1c(C)c(C)n2-c1c(C)cc(C)cc1C	6.3%[60.1 µM]	-9.9%	-1.2%	nt	95.0%[activator]	nt	nt	nt	nt
COc1ccc(C(=O)Nc2ccc3oc(-c4cccc(F)c4)nc3c2)cc1OC	-16.2%	0.2%	8.2%	-5.9%	-10.3%	2.3%	nt	-5.1%	34.1%
Cc1cc(NC(=O)C2CC(=O)N(c3ccc(Cl)cc3)C2)no1 (stereo not given)	-9.1%	0.5%	71.2%[activator][12.4 µM]	-2.1%	-2.3%	-7.7%	-27.1	1.7%	-1.3%
COc1ccc(C)cc1Nc1n[n+](-c2ccccc2)c(-c2c(Cl)cccc2Cl)s1	-14.4%	-0.9%	16.9%	-2.0%	?	?	nt	-24.7%	0.0%
